PLK1 PBD inh = qHTS for Inhibitors of PLK1-PDB (polo-like kinase 1 - polo-box domain): Primary Screen | Potency, µM, inactives show max response, negative = inhibition, actives largely listed as inhibitors | Plk1 PBD binding of FITC phosphopeptide, fluorescence polarization | AID 720504, 2013 | hit rate 2.8% among 360,000 | Serine/threonine-protein kinase PLK1 (Homo sapiens), P53350; note: potency is the fitted concentration of half-maximal effect; series mostly up to about 57 µM; % is set by controls: 0 for no effect and ±100 for the full control effect; nearly all actives have a fitted effect of over 65% in size
Target sequence (P53350 whole entry, looked up, the tested form may be a part): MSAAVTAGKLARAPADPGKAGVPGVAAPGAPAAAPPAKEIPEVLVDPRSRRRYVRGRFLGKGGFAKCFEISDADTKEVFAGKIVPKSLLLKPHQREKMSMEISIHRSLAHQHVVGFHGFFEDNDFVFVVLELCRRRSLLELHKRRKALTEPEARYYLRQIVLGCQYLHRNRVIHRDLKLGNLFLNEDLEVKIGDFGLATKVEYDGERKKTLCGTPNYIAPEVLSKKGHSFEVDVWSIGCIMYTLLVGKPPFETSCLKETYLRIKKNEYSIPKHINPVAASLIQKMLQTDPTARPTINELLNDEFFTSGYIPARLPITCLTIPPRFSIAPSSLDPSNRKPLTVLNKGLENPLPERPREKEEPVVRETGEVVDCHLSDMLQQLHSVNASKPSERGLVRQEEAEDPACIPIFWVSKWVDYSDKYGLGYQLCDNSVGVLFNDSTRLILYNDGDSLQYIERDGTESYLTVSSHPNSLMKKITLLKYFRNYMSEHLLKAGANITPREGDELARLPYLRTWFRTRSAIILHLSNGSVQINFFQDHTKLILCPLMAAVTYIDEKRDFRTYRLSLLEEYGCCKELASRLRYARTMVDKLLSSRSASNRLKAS
GLP1R ag = qHTS of GLP-1 Receptor Agonists; Glucagon-like peptide 1 receptor (Homo sapiens), P43220; HEK293 GLP-1R CRE-luciferase, luminescence, 4-6 h; cells express a hypersensitive GLP-1R form; Potency, µM (titrated, usually from 45.6 µM), for inactives: at the highest dose activation, actives largely listed as activators; hit rate 0.007% among 380,000; note: potency is the fitted concentration of half-maximal effect; % of control where 0% means no effect
GLP-1R inv ag = qHTS of GLP-1 Receptor Inverse Agonists (Inhibition Mode). AID 624417, 2012. HEK293 GLP-1R CRE-luciferase, luminescence, 24 h; GLP-1R form is constitutively active. hit rate 1.6% among 410,000. Potency, µM (titrated, usually from 38.3 µM), for inactives: top-dose activity change, negative = inhibition, most hits filed as inhibitors; note: potency is the fitted concentration of half-maximal effect; % is set by controls: 0 for no effect and ±100 for the full control effect; nearly all actives have a fitted effect of over 55% in size
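Luminescence readout: a drop in cAMP-driven luciferase signal flags inverse agonism at a constitutively active GLP-1R stably expressed in HEK293. Compound exposure lasted 24 hr at 37 deg C, 5% CO2.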
IL-2 act = qHTS of IL-2 Activators; AID 652025, 2013; IL-2 activation reporter assay, cell-based qHTS; stimulated with anti-CD3/CD4/CD28 beads; in transgenic mouse T cells; activation, % (series mostly up to about 46 µM); hit rate 0.065% among 360,000; in the data active = activation above about 50%; inconclusive = mostly about 30% to 49%; note: 0% is about no effect
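Quantitative HTS in unstimulated transgenic mouse T cells, with memory T cells as non-tolerant control and PMA/ionomycin as tolerance-bypass control. Compound pretreatment lasted 60 minutes before 18 h bead stimulation; EGFP/DsRed fluorescence read.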
EPAC1 antagonist = qHTS for Antagonist of cAMP-regulated guanine nucleotide exchange factor 3 (EPAC1): primary screen. Rap guanine nucleotide exchange factor 3 (Homo sapiens), O95398. hit rate 0.14% among 360,000. EPAC1 GEF assay, Rap1b-BODIPY-GDP exchange fluorescence. Potency, µM (doses to about 115 µM), for inactives: at the top dose activity change, negative = inhibition, most hits filed as inhibitors;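 note: potency is the fitted concentration of half-maximal effect; plate controls were vehicle for no effect and positive control for full effect; nearly all actives have a fitted effect of over 50% in size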
HEK293 tox = qHTS of GLP-1 Receptor Inverse Agonists: Cytotox Screen | HEK293 cAMP-luciferase reporter cells, luminescence, 24 h | Potency, µM (titrated, usually from 38.3 µM), for the others: at the top dose activity change, negative = inhibition, actives largely listed as inhibitors | hit rate 0.13% among 410,000;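 note: loss of luciferase light is scored as toxicity; potency is the fitted concentration of half-maximal effect; % is set by controls: 0 for no effect and ±100 for the full control effect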
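A 23 nL compound transfer followed 12 hours of cell culture at 37 deg C; exposure then lasted 24 hr. Luciferase assay detection reagent was dispensed and plates read for luminescence after a 12 min room-temperature wait.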
PI5P4K alpha inh = qHTS for Inhibitors of phosphatidylinositol 5-phosphate 4-kinase (PI5P4K). Phosphatidylinositol 5-phosphate 4-kinase type-2 alpha (Homo sapiens), P48426. PI5P4Kalpha enzyme, ADP-Glo luminescence, 60 min; hits give low values. max response, %. hit rate 1.2% among 330,000. AID 652105, 2013; active = max response of -50% or lower; inconclusive = between -30% and -50%; inactive = -30% or higher; note: value at the top dose of about 77 µM; % is set by controls: 0 for no effect and ±100 for the full control effect
Target sequence (P48426 whole entry, looked up): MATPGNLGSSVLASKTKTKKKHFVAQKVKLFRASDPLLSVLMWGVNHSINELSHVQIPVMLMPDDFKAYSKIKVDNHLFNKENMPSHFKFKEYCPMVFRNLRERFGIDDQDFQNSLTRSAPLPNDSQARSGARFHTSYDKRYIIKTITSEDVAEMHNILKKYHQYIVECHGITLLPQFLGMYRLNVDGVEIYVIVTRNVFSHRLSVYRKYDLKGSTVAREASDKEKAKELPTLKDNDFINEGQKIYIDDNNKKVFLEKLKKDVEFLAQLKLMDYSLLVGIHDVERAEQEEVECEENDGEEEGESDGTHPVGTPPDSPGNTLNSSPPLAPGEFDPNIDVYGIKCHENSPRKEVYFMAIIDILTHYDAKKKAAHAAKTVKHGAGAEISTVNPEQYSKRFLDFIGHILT
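Controls without substrate or without enzyme flank wells where PI5P4Kalpha converts substrate using 5 microM ATP (final). Incubation lasts 60 minutes at room temperature; ADP formed is read by ADP-Glo luminescence.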
PTHR1 agonist = qHTS for PTHR1 Agonists: Primary Screen; Parathyroid hormone/parathyroid hormone-related peptide receptor (Homo sapiens), Q03431; HEK293 GP2 PTHR1 cells, GloSensor cAMP luminescence, 1 h; Potency, µM (titrated, usually from 115 µM), without a hit: at the top dose activation, usual class: activators; hit rate 0.075% among 410,000; AID 743266, 2014; note: potency is the fitted concentration of half-maximal effect; nearly all actives have a fitted effect of over 55% in size; some results filed as inactive show a strong effect at the top dose; inactives centre near -15; many of its hits are not listed in these tables
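HEK-293-derived GP2 cells expressing PTHR1 and a GloSensor cAMP reporter, 3,000/well, plated overnight, given luciferin plus IBMX (each 0.5 mM as added) for 1 h at 37 °C, then compound for 1 h at 37 °C. Luminescence was read after 15 min at room temperature.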
EPAC1 agonist = qHTS for Agonist of cAMP-regulated guanine nucleotide exchange factor 3 (EPAC1): primary screen; Rap guanine nucleotide exchange factor 3 (Homo sapiens), O95398; EPAC1 agonist qHTS, biochemical assay; response scale: 100% = response to 6.5 mM cAMP; Potency, µM (titrated, usually from 154 µM), without a hit: at the top dose activation, actives largely listed as activators; hit rate 0.073% among 360,000; AID 720707, 2013; note: potency is the fitted concentration of half-maximal effect; nearly all actives have a fitted effect of over 60% in size
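Compounds were pinned as a concentration titration into mixtures of EPAC1 (100 nM), BODIPY-GDP-loaded Rap1B (250 nM) and GDP (50 uM). After 5 min at room temperature, fluorescence was followed for 30 min; activity was scaled to 6.5 mM cAMP.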
The depositor's hits bear a star; i = inactive; ? = inconclusive; · = no result given; & = joins results of further samples; [ ] = dose if it differs, or a comment. Unless noted, calls come from the whole dose curve; as a rule, active = well fitted curve in the direction sought with a large enough effect; inconclusive = small, poorly fitted or top-dose-only effect, or another doubt; inactive = no such curve, though single readings can be large; an effect the other way counts as inactive or inconclusive. The list is partial; count on the stated rates, not on these rows.

SMILES	PLK1 PBD inh	GLP1R ag	GLP-1R inv ag	IL-2 act	EPAC1 antagonist	HEK293 tox	PI5P4K alpha inh	PTHR1 agonist	EPAC1 agonist
CCOc1cc(/C=N/NC(=O)c2cc(-c3cccnc3)nc3ccccc23)ccc1O	-1%	11%	-1%	-0.8	?	-1%	2	-7%	-6%
CCOC(=O)N1CCN(S(=O)(=O)c2ccc(NC(C)=O)cc2)CC1	-12%	-1%	7%	0.0	14%	13%	4	-2%	-4%
Cc1c(N2C(=O)/C(=C\C3CC=CCC3)SC2=S)c(=O)n(-c2ccccc2)n1C (stereo not drawn)	?	-18%	6%[0.307 µM]	-0.8	-30%	-3%[0.307 µM]	-21	-28%	3%
CC(=O)N(C)c1ccc(N=Nc2ccc3ncccc3c2)cc1	1%	-1%	-19%	-1.1	4%	-10%	-3	-34%[inhibitor]	-4%
Cc1c(NS(=O)(=O)c2ccc(Br)s2)c(=O)n(-c2ccccc2)n1C	-1%	0%	0%	2.0	0%	-2%	-6	i	0%
CCOC(=O)C1=C(C)N=c2s/c(=C/c3ccc(OCC(=O)O)cc3)c(=O)n2C1c1ccc(OC)cc1OC (stereo not drawn)	?	3%	-1%	1.1	-8%	1%	-10	-34%[inhibitor]	2%
COc1ccc(Cl)cc1NC(=O)COC(=O)c1ccc(C)o1	-6%	3%	-10%	-0.3	?	-27%	-1	-4%	1%
COc1ccc(OCCCC(=O)N(CCC2=CCCCC2)c2c(N)n(Cc3ccccc3)c(=O)[nH]c2=O)cc1	4%	12%	?	-1.0	3%	-8%	4	-4%	-17%
Cc1nnc2sc(-c3ccc(NC(=O)CSc4ccc(Cl)cc4)cc3)nn12	-18%	-4%	1%	-0.5	0%	-7%	-12	-7%	4%
CCOc1ccc(CNC(=O)CCS(=O)(=O)c2ccc3c(c2)NC(=O)CO3)cc1OC	-16%	-1%	2%	-1.8	4%	6%	-2	i	16%
COc1ccc(CCNc2nc(-c3ccc(F)cc3)c(CC(=O)O)s2)cc1OC	8.4µM*	10%	3%	-2.4	4%	12%	-17	0%	-4%
Cc1cc(C)c2nc(-c3ccccn3)cc(C(=O)Nc3cc(C)on3)c2c1	-7%	-35%[inhibitor]	?	-2.9	7%	-29%	-11	-3%	-10%
COc1cccc(C(=O)N2N=C(c3cccc(OC)c3)CC2(O)C(F)(F)F)c1 (stereo not drawn)	1%	8%	-15%	1.0	-6%	?	·	i	19%
Cc1ccc(C(=O)Nc2cc3nn(-c4ccccc4)nc3cc2Cl)c(C)c1	·	0%	11%	·	·	-12%	·	-18%	·
CC(C)(C)c1ccc(C(=O)N2CCC2(C)C(=O)NS(=O)(=O)c2ccccc2Cl)cc1 (stereo not drawn)	-5%	-2%	-8%	-0.7	-27%	7%	8	-1%	-7%
OCCC1CN(C2CSCCSC2)CCN1Cc1ccccc1 (stereo not drawn)	-8%	3%	7%	-2.3	-2%	-12%	2	-31%[inhibitor]	-7%
COCC(=O)/C=C1\Sc2ccccc2N1C	-4%	-1%	1%	-1.6	0%	4%	·	i	-8%
CC(=O)Nc1nonc1NC(=O)CSc1ncn[nH]1	3%	-9%	0%	1.2	6%	-1%	0	-17%	-2%
CCCSc1nc(=O)n2cccc(C)c2n1	-7%	1%	0%	0.6	-13%	-9%	·	-12%[57.5 µM]	0%
Cc1ccc(S(=O)(=O)NCCC(=O)OCC(=O)NC(=O)c2cccn2C)cc1	0%	15%	16%	1.1	10%	8%	-1	i	11%
CSc1ncc(Cl)c(C(=O)Nc2ccc(NC(C)=O)cc2)n1	1%	23%	11%&17%	0.3	-9%	-6%&-7%	0	-16%	1%
O=C(CCc1ccc(S(=O)(=O)N2CCOCC2)cc1)Nc1cc(Cl)ccc1N1CCOCC1	-1%	15%	-15%	0.2	-17%	2%	-3	i	-6%
CC1CCc2[nH]c3ccc(C(=O)Nc4ccc(C(=O)N(C)C)cc4)cc3c2C1 (stereo not drawn)	16%	3%	15%	-0.2	12%	28%	-6	i	-9%
Nc1c(C(=O)Nc2ccc(F)cc2)sc(=S)n1-c1ccccc1F	4.7µM*	0%	15%	0.8	?	-13%	-20	i	-7%
CCOC(=O)C1=C(C)Nc2nc(C)nn2C1c1ccc(C)cc1 (stereo not drawn)	-26%	-1%	13%	2.0	-12%	9%	-3	8%	0%
Cc1nc2nc(SCC(N)=O)[nH]c2cc1Br	-8%	1%	39%[activator]	-0.6	9%	-4%	-2	-8%[57.5 µM]	2%
Cc1ccc(CNC(=O)COC(=O)c2cnccn2)cc1	-5%	-10%	3%	-1.2	1%	7%	·	i	3%
O=C(CSc1nc2nn(-c3ccccc3)c(=O)c-2c2n1CCCCC2)Nc1cccc(F)c1	1%	1%	?	-0.9	5%	-13%	-2	-61%	-1%
CCOC(=O)c1c(-c2ccc(-c3ccccc3)cc2)csc1NC(=O)CCN1CCOCC1	-2%	19%	?	-2.3	4%	88%[activator]	26	i	18%
CCOc1ccc2c(c1)sc(=NC(=O)C1CC1)n2C	-7%	4%	0%	-0.3	-20%	2%	·	-11%[57.5 µM]	-2%
COc1ccc(/C=C/C(=O)NC(=S)Nc2cc([N+](=O)[O-])ccc2O)cc1OC	-10%	-5%	1%	0.7	-19%	-11%	-25	-46%[inhibitor]	6%
Brc1cc2c(cc1Br)OCCOCCOCCOCCO2	4.2µM*	3%	?	2.3	-2%	22%	?	i	8%
Cc1ccccc1NC(=O)CN1C(=O)S/C(=C/c2cccnc2)C1=O	0%	0%	-2%	-2.1	2%	-15%	-1	i	0%
Cc1ccnc(NC(=O)c2ccccc2NC(=O)C(C)(C)C)c1	-2%	1%	?	-1.2	-8%	-21%	8	i	4%
O=C(O)CCC(=O)OCCCc1cc2ccccc2c(=O)o1	-18%	1%	8%	1.9	-2%	4%	2	3%	-13%
NS(=O)(=O)c1ccc(CCNC(=O)/C=C/c2cccc([N+](=O)[O-])c2)cc1	-13%	-6%	3%	-2.9	17%	-8%	-8	-34%[inhibitor]	7%
CC(NCc1ccc2c(c1)OCO2)C(=O)NC1CCCCC1 (stereo not drawn)	-3%	1%	13%	3.0	-9%	5%	7	i	-1%
COc1cc(NC(=O)C/C(C)=N/NC(=O)c2cccs2)c(OC)cc1Cl	1%	22%	-22%	-0.6	-11%	-11%	-1	i	10%
O=C(NC1CCCN(Cc2ccc(Cl)cc2)C1)c1ccnc(Cl)c1 (stereo not drawn)	-19%	20%	?	-1.0	-1%	-5%	13	-13%	-1%
COc1ccc(C2CC(c3ccccc3)=NN2S(=O)(=O)c2ccc(C)cc2)c(OC)c1 (stereo not drawn)	18%	-19%	?	-0.8	-1%	-9%	31	i	7%
Cc1cc(OC(=O)c2c(C)cc(O)cc2O)cc(O)c1C(=O)O	-16%	-5%	-10%	2.3	-5%	-14%	-19	-13%	-19%
Cc1cc(C)c(C(=O)CSc2nc(C)cc(C)c2C(N)=O)c(C)c1	-3%	8%	6%	-3.5	-17%	5%	6	-6%	-6%
CS(=O)(=O)c1ccc(CNC(=O)C2(C(F)(F)F)C/C(=C/CCO)CCCO2)cc1 (stereo not drawn)	1%	-1%	9%	-0.2	-15%	3%	-1	-6%	-16%
COc1ccccc1C(=O)NC(=O)COC(=O)CNC(=O)c1ccc(Cl)c([N+](=O)[O-])c1	-1%	-1%	?	0.0	-3%	-1%	4	-8%	1%
COc1ccc(C(=O)N2CCCC2(C#N)c2ccccc2)cc1[N+](=O)[O-] (stereo not drawn)	0%	7%	12%	-0.8	0%	-9%	6	-57%[inhibitor]	-11%
COc1ccc2ccccc2c1/C=N/NC(=O)c1sc(N)c(C#N)c1C	3%	1%	23%	1.2	0%	-8%	-76*	-18%	6%
C[C@@H]1CN([C@@H](C)CO)C(=O)CCCn2nncc2CO[C@@H]1CN(C)C(=O)C1CCCCC1	-10%	14%	8%	-1.8	-8%	-12%	3	-23%	4%
O=S(=O)(c1ccccc1)[C@@]1(c2ccc(Br)cc2)C[C@@H]2ON=C(c3cccc(Br)c3)[C@@H]2C1	-8%	5%	-16%	1.9	10%	11%	3	i	10%
CCN(CC)CCCNC(=O)CNC(=O)c1nn(-c2ccc(OC)cc2)c(=O)c2ccccc12	-12%	-1%	-11%	-6.0	-23%	17%	-4	?	1%
CSc1cccc(NC(=O)C2CCN(S(=O)(=O)c3ccc(F)cc3)CC2)c1	0%	-5%	-2%	-0.1	1%	-26%	·	-5%[57.5 µM]	14%
Cc1cccnc1NCC(O)COc1ccccc1 (stereo not drawn)	-8%	-7%	-8%	1.5	-14%	-10%	2	-2%[57.5 µM]	0%
Cc1ccc(CSCC(=O)N2CCN(c3ccccc3)CC2)cc1	-2%	-3%	?	0.4	-8%	-6%	-4	-36%[inhibitor]	5%
COc1cc(NC(=S)NCCN2CCOCC2)cc(OC)c1	-6%	3%	17%	-1.2	1%	8%	3	i	-4%

2 entries from above in a different format:
Each structure is followed by: PLK1 PBD inh, GLP1R ag, GLP-1R inv ag, IL-2 act, EPAC1 antagonist, HEK293 tox, PI5P4K alpha inh, PTHR1 agonist, EPAC1 agonist
COc1ccc(C(=O)N2CCCC2(C#N)c2ccccc2)cc1[N+](=O)[O-] (stereo not drawn)
  0%, 7%, 12%, -0.8, 0%, -9%, 6, -57%[inhibitor], -11%
COc1ccc2ccccc2c1/C=N/NC(=O)c1sc(N)c(C#N)c1C
  3%, 1%, 23%, 1.2, 0%, -8%, -76*, -18%, 6%

Screens: PubChem, National Center for Advancing Translational Sciences (NCATS)
